Assay outcomes: PubChem BioAssay, National Center for Advancing Translational Sciences (NCATS)
BLM helicase inh – Bloom syndrome helicase (human) inhibition; recombinant BLM DNA unwinding, fluorescence dequenching; AID 2528; P54132; hit rate 0.2% among 350,000; Potency, µM (series often up to 56.1 µM), for the others: at the top dose activity change, negative = inhibition, actives largely listed as inhibitors;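 further: plate controls were vehicle for no effect and no enzyme for full effect; nearly all actives have a fitted effect of over 35% in size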
Pol iota inh – inhibitors of human DNA polymerase iota; Q9UNA4; Pol iota fluorescent replication assay, 10 min; Potency, µM (titrated, usually from 115 µM), for the others: top-dose activity, negative = inhibition, most hits filed as inhibitors; hit rate 1% among 390,000
Target sequence (Q9UNA4 whole entry, looked up): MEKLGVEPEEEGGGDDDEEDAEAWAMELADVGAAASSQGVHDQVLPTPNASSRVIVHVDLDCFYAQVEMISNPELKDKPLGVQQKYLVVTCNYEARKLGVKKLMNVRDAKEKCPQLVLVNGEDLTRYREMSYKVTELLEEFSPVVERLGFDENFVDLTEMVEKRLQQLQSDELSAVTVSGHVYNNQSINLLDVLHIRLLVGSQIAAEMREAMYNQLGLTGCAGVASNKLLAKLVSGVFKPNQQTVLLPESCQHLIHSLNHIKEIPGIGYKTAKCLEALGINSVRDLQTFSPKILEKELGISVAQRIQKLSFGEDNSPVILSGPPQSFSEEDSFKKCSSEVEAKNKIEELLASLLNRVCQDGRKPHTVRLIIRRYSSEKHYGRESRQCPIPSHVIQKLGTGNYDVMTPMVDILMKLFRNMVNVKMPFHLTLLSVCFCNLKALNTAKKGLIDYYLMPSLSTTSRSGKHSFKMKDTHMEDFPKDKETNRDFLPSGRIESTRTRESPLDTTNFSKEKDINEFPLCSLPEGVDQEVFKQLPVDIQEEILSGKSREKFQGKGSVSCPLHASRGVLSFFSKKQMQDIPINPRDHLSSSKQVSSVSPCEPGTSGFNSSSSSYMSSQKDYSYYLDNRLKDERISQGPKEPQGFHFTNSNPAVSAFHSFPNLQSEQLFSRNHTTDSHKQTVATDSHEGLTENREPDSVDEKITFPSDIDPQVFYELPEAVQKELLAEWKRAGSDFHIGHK
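Fluorescent replication assay read twice, at 0 min and 10 min after adding 50 nM (final) substrate. Enzyme (10 nM) and compounds were first incubated 15 min at room temperature; enzyme-free buffer wells were negative controls.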
POLB inh – blocks human DNA polymerase beta activity; Pol beta primer extension/strand displacement, fluorescence kinetic; Potency, µM (titrated, usually from 114 µM), for inactives: top-dose activity change, negative = inhibition, hits mostly inhibitors; hit rate 1.3% among 340,000; further: on the % scale 0 is the no-effect control and ±100 the full control effect
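Pol beta (10 nM) and compounds were preincubated 15 min at room temperature, then 50 nM substrate (final) started primer extension/strand displacement. Reads were taken at 0 and 10 min; concentration-response data were fitted to a four-parameter Hill equation.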
POLK inh – DNA polymerase kappa (human) inhibition. hit rate 0.53% among 400,000. Potency, µM (top dose mostly 107 µM), without a hit: at the highest dose activity, negative = inhibition, actives largely listed as inhibitors. purified Pol kappa, fluorescent DNA synthesis assay, 10 min; further: on the % scale 0 is the no-effect control and ±100 the full control effect
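Kinetic fluorescence screen: compound preincubated 15 min RT with 10 nM enzyme; 50 nM substrate (final) initiates; reads at 0/10 min.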
Anesthetic bind – binds horse apoferritin like a general anesthetic; hit rate 0.074% among 350,000; apoferritin/1-aminoanthracene competitive binding, fluorescence; P02791; Potency, µM (highest dose often 77.5 µM), for inactives: top-dose activity change, negative = displacement, most hits filed as inhibitors; AID 485281; further: on the % scale 0 is the no-effect control and ±100 the full control effect; nearly all actives have a fitted effect of over 20% in size
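Horse-spleen apoferritin (10 uM) in 50% saturated 1-aminoanthracene in PBS was incubated 10 min at room temperature with compound. Fluorescence (ex 380, em 535 nm) was normalized to free and bound 1-AMA, with concentration-response fitted by a four-parameter Hill equation.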
APE1 inh – APE1 (human) endonuclease inhibition. P27695. recombinant APE1, TAMRA/BHQ-2 abasic DNA cleavage fluorescence. Potency, µM (series often up to 65.8 µM), for the others: at the highest dose activity change, negative = inhibition, usual class: inhibitors. hit rate 0.35% among 350,000. AID 2517;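 further: plate controls were vehicle for no effect and reference inhibitor for full effect; nearly all actives have a fitted effect of over 55% in size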
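Incision of a quenched TAMRA/BHQ-2 THF abasic-site duplex (50 nM) by 0.75 nM APE1, after 15 min compound preincubation, measured as fluorescence increase over three 60 s reads. Values normalized to buffer, DMSO and NSC13755 control wells.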
POLH inh – inhibitors of human DNA polymerase eta; Potency, µM (top dose mostly 114 µM), for the others: top-dose activity change, negative = inhibition, actives largely listed as inhibitors; hit rate 1.2% among 390,000; Q9Y253; recombinant Pol eta, fluorescent DNA replication assay; AID 588591; further: on the % scale 0 is the no-effect control and ±100 the full control effect
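Pol eta (10 nM) was preincubated with compounds for 15 min at room temperature, after which fluorescent replication substrate (50 nM final) was added to start the reaction. Fluorescence was read kinetically at 0 and 10 min.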
G9a inh – blocks human histone lysine methyltransferase G9a; G9a H3K9 monomethylation, AlphaScreen, 2 h; hit rate 8.8% among 350,000; Potency, µM (series often up to 102 µM), for inactives: top-dose activity, negative = inhibition, usual class: inhibitors; AID 504332; further: on the % scale 0 is the no-effect control and ±100 the full control effect; nearly all actives have a fitted effect of over 75% in size
Target sequence (Q96KQ7 913-1193 limits assumed): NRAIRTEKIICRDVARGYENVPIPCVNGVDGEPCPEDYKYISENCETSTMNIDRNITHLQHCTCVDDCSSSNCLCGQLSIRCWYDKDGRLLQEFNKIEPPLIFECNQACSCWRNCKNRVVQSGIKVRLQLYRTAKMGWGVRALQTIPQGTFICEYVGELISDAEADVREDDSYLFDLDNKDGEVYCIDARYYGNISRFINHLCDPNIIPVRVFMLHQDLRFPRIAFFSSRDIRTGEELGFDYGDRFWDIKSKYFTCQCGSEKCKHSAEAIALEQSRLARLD
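Methyltransferase reactions run at room temperature for 2 h (20 nM enzyme, 500 nM biotin-H3K9 peptide, 20 uM SAM) after a 15 min compound preincubation; product detected by AlphaScreen beads and anti-H3K9me1 antibody.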
BAZ2B block – inhibitors of human BAZ2B bromodomain; hit rate 4.4% among 360,000; AlphaScreen BAZ2B-H3K14Ac peptide displacement; Q9UIF8; Potency, µM (titrated, usually from 114 µM), without a hit: at the highest dose activity change, negative = inhibition, usual class: inhibitors; further: on the % scale 0 is the no-effect control and ±100 the full control effect; nearly all actives have a fitted effect of over 60% in size
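BAZ2B (50 nM) with biotin-H3(5-23)K14Ac peptide (50 nM) in PBS pH 7.4, 0.01% Tween-20, preformed 30 min, then compound 30 min at room temperature; top concentration 110uM. AlphaScreen streptavidin donor/nickel chelate acceptor beads (10 ug/mL final), 20 min dark, signal read.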
* hit, by the source's call; ? = inconclusive; . = no result given; & = joins results of further samples; [ ] = another dose, or the depositor's remark. The call rests on the fitted dose curve; in most records, active means well fitted curve in the direction sought with a large enough effect; inconclusive means small, poorly fitted or top-dose-only effect, or another doubt; inactive means no such curve, though single readings can be large; an effect the other way counts as inactive or inconclusive. Potency means the concentration at half of the fitted maximal effect. The list is partial; count on the stated rates, not on these rows.

SMILES	BLM helicase inh	Pol iota inh	POLB inh	POLK inh	Anesthetic bind	APE1 inh	POLH inh	G9a inh	BAZ2B block
COc1ccc(/C=C(/NC(=O)c2cccc([N+](=O)[O-])c2)C(=O)O)cc1OC	3%	25%	4%	-23%	?	9%	7%	?	-21%
C[C@@H]1CN(S(=O)(=O)c2c(F)cccc2F)CCN1S(=O)(=O)c1ccc2c(c1)OCCO2	.	-15%	.	-6%	.	4%	-4%	.	.
COc1ccc(-c2noc(CSc3ccc(C)cc3)n2)cc1	-6%	-7%	-8%	-7%	-4%	0%	-13%	255%[activator]	328%[activator]
COc1ccc(-c2ccc(C#N)c(SCC(=O)NCc3ccco3)n2)cc1OC	-4%	51%[activator]	4%	-2%	14%	?	-7%	.	-25%
CC(C)CCCC(C)CCCC(C)CCCC(C)C(=O)O (configuration not stated)	?	.	.	30µM*	-11%	-1%	.	.	.
Cc1[nH]c2ccccc2c1C(=O)C(=O)NCCC1=CCCCC1	-12%	-21%	25%	-12%	?	-8%	-22%	-45%	-1%
Cc1ccccc1N1C(=O)CC(N(O)c2ccccc2)C1=O (configuration not stated)	0%	31%[activator]	-1%	-8%	-16%	17%	4%	?	-2%
O=C(CCc1ccccc1)Nc1ccc(NC(=O)c2ccco2)cc1	0%	?	-1%	-6%	-19%	-6%	1%	-10%	1%
CCCCCCOc1ccc(OC(=O)c2cccnc2)cc1	-11%	-4%	?	-12%	?	-3%	-8%	-79%	12%[57.1 µM]
Cc1ccc(-c2csc(NC(=O)C[n+]3cc(-c4ccccc4)n4c3CCC4)n2)cc1	-5%	32%[activator]	-10%	10%	-15%	3%	-17%	.	?
Nc1n[nH]c(C2CC2)c1N=Nc1ccc(Cl)cc1	-4%	21%	12%	-1%	-8%	-2%	?	50µM*	?
O=C(O)COc1ccc(NC(=O)c2ccco2)cc1	-2%	-14%	51%	-8%	-2%	12%	-5%	4%[12.7 µM]	8%
N#CC(=C1CCCC1)c1nc(-c2cc3ccccc3oc2=O)cs1	-2%	?	3%	-6%	-20%	-7%	-10%	?	-1%
COc1ccc(OC)c(CCNC(=O)C2CCN(c3ncnc4c3nc3n4CCCCC3)CC2)c1	-2%&-6%	?	14%&25%	4%&-19%	-3%&2%	47%[activator]	-5%&-13%	11%	-34%&-9%
O=C(c1nc2nc(-c3ccc(Cl)cc3)cc(C(F)(F)F)n2n1)N1CCOCC1	-1%	6%	5%	-7%	-15%	14%	-20%	-31%	?
CCc1cc(C(=O)N2CCN(c3ccccn3)CC2)sc1C	-1%	27%	35%	-2%	-10%	16%	-5%	31%	5%
CC(C)Oc1ccc(S(=O)(=O)N2CCCCC2)cc1NC(=O)C1CCC1	.	9%	.	-5%	.	1%	-6%	-2%	6%
CC(=O)Nc1nnc(CCS(=O)(=O)c2ccc(Cl)cc2)s1	1%	40%[activator]	66%[activator]	-8%	-2%	16%	-6%	?	-7%
CCOC(=O)N1CCN(CC(O)COc2ccc(CC)cc2)CC1 (configuration not stated)	-1%	8%	10%	-15%	-14%	5%	-6%	-10%[2.33 µM]	8%
Cc1ccc2cccc(NC(=O)c3ccc(-c4ccc(Cl)cc4Cl)o3)c2n1	-4%	?	31%[activator]	5%	-2%	.	8%	0%[59 µM]	-11%
Cc1ccccc1NS(=O)(=O)c1cc(C(=O)NCc2ccncc2)ccc1Cl	-2%	2%	15%	4%	-18%	51%[activator]	-19%	45µM*	-24%
Cc1ccc(/C=C/C(=O)O)cc1S(=O)(=O)N1CCCc2ccccc21	1%	-5%	3%	-19%	-9%	-3%	3%	3%[59 µM]	-14%
COc1ccc(C(C(=O)NC2CCCCC2)N(C(=O)c2csnn2)C2CC2)cc1 (configuration not stated)	-3%	119%[activator]	16%	-4%	-3%	23%	-18%	15%	6%
CCN(CC(=O)Nc1ccc([N+](=O)[O-])cc1OC)c1ccccc1	-7%	1%	-8%	-10%	?	-3%	-10%	?	?
COc1cc(OC)cc(C(=O)N2CCN(C(=O)c3ccc(OC)c(OC)c3)CC2)c1	4%	37%[activator]	18%	-1%	7%	9%	6%	-7%[59 µM]	-1%

Single records, from the list above:
Profile of `CCN(CC(=O)Nc1ccc([N+](=O)[O-])cc1OC)c1ccccc1` : BLM helicase inh: -7%; Pol iota inh: 1%; POLB inh: -8%; POLK inh: -10%; Anesthetic bind: ?; APE1 inh: -3%; POLH inh: -10%; G9a inh: ?; BAZ2B block: ?
Profile of `CCOC(=O)N1CCN(CC(O)COc2ccc(CC)cc2)CC1` (configuration not stated) : BLM helicase inh: -1%; Pol iota inh: 8%; POLB inh: 10%; POLK inh: -15%; Anesthetic bind: -14%; APE1 inh: 5%; POLH inh: -6%; G9a inh: -10%[2.33 µM]; BAZ2B block: 8%

Further results.
SMILES	BLM helicase inh	Pol iota inh	POLB inh	POLK inh	Anesthetic bind	APE1 inh	POLH inh	G9a inh	BAZ2B block
CCOc1ccc(S(=O)(=O)N2CCN(C(=O)CN3C(=O)NC(C)(C)C3=O)CC2)cc1	.	1%	.	1%	.	15%	-5%	6%[2.33 µM]	6%
O=C(CN1CCN(CCC(=O)Nc2ccccc2F)CC1)Nc1ccc(F)cc1	1%	-5%	-5%	1%	-2%	2%	-17%	5%[12.7 µM]	8%
Cc1nc(NC(=O)CSc2nnc(-c3ccccc3)c(-c3ccccc3)n2)c(Cl)cc1Cl	-10%	-17%	0%	-2%	-19%	-2%	-17%	?	?
COc1ccc(Nc2nc(N)nc(CCl)n2)cc1	-4%	1%	?	-16%	1%	3%	-12%	1%	-15%
O=C(COC(=O)CCNS(=O)(=O)c1ccc(Cl)cc1)NCc1ccco1	-1%	5%	-5%	-3%	-13%	-1%	9%	-30%[59 µM]	-3%
CC1Cc2cc(S(=O)(=O)N3CCC(C(=O)Nc4ccccn4)CC3)ccc2N1C(=O)C1CCC1 (configuration not stated)	-2%	17%	3%	1%	-7%	33%	-16%	13%	-21%
O=C1CCCN2N=C(SCC(=O)Nc3ccc(Cl)cc3)SC2=N1	0%	140%[activator]	?	0%	-5%	57%[activator]	-21%	-4%	3%
Cc1ccc(S(=O)(=O)NNC(=O)C(=O)NNS(=O)(=O)c2ccc(C)cc2)cc1	2%	0%	?	-3%	-3%	13%	-8%	19%	-38%
Cc1nnc(SCC(=O)NC2CCCCCC2)n1C	2%	18%	7%	1%	-21%	14%	-25%	.	-5%
COc1ccc(OC)c(S(=O)(=O)N2Cc3ccccc3CC2C(=O)Nc2nccs2)c1 (configuration not stated)	-3%	-7%	-2%	-2%	-13%	-8%	-12%	1%[12.7 µM]	-36%
O=C(/C=C/c1ccccc1)Nc1ccc(N2CCCCC2)cc1	1%	2%	3%	-2%	-22%	1%	-21%	2.8µM*	-31%
Cc1ccc(N2CSC3=C(C#N)C(c4cccs4)CC(=O)N3C2)cc1 (configuration not stated)	-24%	?	?	?	?	16%	-20%	1.4µM*	?
CCc1ccc2[nH]c(=O)c(CN(CCO)C(=O)NCc3ccccc3)cc2c1	-2%	29%	2%	-10%	-13%	-5%	-19%	?	7%
Cc1cc[n+](-c2[nH]c(=O)sc2/C=N/NC(=O)c2ccccc2[O-])cc1C	-2%	?	-17%[57.1 µM]	?	-12%	-10%	?	?	-34%
CCOc1ccc2[nH]cc(S(=O)(=O)c3ccc(C)cc3)c(=O)c2c1	0%	19%	13%	1%	-3%	-4%	-20%	-4%	-14%
COc1cccc(C(C#N)N2CCOCC2)c1 (configuration not stated)	-4%	-8%	1%	-6%	-2%	6%	-13%	7%	-4%
Cc1occc1-c1nnc(SCC(=O)NC(C)(C)C)n1CC(C)C	-5%	27%	10%	-3%	-7%	0%	-13%	-1%	-16%
Cc1ccc2oc(C(Cl)(Cl)Cl)cc(=O)c2c1	-4%	46%[activator]	8%	-4%	-21%	-4%	-12%	-3%[59 µM]	-2%
Cn1cccc1C(=O)/C(C#N)=C/c1ccc(F)cc1	-4%	47%[activator]	-24%	11%	-2%	23%	-8%	-17%	-31%
CC(C)NCC(O)c1ccc(NS(C)(=O)=O)cc1 (configuration not stated)	1%&6%&-3%	0%[58.9 µM]	14%[57.1 µM]	-12%[60.1 µM]	-6%&3%	17%&0%&-2%&5%	-4%[57.1 µM]	34%[activator][59 µM]	-2%
COc1ccc(NC(=O)CSc2nc(O)cc(=O)n2-c2ccccc2OC)cc1	-25%	?	-2%	-17%	-17%	-7%	-6%	24%[59 µM]	.
CN1CCN(c2ncc3nc(-c4cccs4)c(=O)n(-c4ccccc4)c3n2)CC1	2%	.	.	1%[60.1 µM]	.	-11%	.	1%[0.501 µM]	.
N[C@H](Cc1cnc[nH]1)C(=O)O	-4%	.	.	2%&-6%[19.4 µM]	7%	-8%&-6%	.	24%[59 µM]	.
COc1ccc(Cl)cc1NC(=O)COC(=O)CCCN1C(=O)c2ccccc2C1=O	-3%	7%	-27%	-20%	-13%	0%	-8%	-8%	8%
O=C(COc1ccc2ccccc2c1)Nc1ccncc1	-6%	107%[activator]	0%	-9%	-13%	6%	-16%	1%	-5%
CCN1CCCC1CNC(=O)CCc1nc(-c2ccc(C)cc2)no1 (configuration not stated)	3%	-9%	37%	-8%	-17%	1%	-22%	-31%	-1%
O=C(Nc1cccc(O)c1)c1cccc(NC(=O)c2cccs2)c1	-4%	43%[activator]	23%	2%	-1%	11%	-15%	22%	0%
O=C1CCC(=O)N1CC(O)COc1ccccc1 (configuration not stated)	-5%	13%	5%	5%	22%	-1%	-4%	33%	3%
COc1ccc(CN(CC(=O)NC(C)C)C(=O)CCC(=O)Nc2nccs2)cc1	-5%	59%[activator]	30%	10%	3%	43%[activator]	-20%	2%	-18%
COC(=O)C(C)Oc1ccc2c(-c3cccc([N+](=O)[O-])c3)cc(=O)oc2c1 (configuration not stated)	3%	?	6%	-2%	-2%	0%	1%	11%	2%
